CHT PAM: allosteric activators of human choline transporter CHT; 310,000 tested, 0.49% active; B-score at 10 µM; AID 488977; CHT-expressing cells, membrane potential dye, choline EC20; stronger effect = higher value; LV-AA mutant CHT in HEK293 cells; Q9GZV3;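 active = initial fluorescence not abnormally high and integrated response B-score, plate-corrected, over 3 SD above library mean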
Target sequence (Q9GZV3 whole entry, looked up): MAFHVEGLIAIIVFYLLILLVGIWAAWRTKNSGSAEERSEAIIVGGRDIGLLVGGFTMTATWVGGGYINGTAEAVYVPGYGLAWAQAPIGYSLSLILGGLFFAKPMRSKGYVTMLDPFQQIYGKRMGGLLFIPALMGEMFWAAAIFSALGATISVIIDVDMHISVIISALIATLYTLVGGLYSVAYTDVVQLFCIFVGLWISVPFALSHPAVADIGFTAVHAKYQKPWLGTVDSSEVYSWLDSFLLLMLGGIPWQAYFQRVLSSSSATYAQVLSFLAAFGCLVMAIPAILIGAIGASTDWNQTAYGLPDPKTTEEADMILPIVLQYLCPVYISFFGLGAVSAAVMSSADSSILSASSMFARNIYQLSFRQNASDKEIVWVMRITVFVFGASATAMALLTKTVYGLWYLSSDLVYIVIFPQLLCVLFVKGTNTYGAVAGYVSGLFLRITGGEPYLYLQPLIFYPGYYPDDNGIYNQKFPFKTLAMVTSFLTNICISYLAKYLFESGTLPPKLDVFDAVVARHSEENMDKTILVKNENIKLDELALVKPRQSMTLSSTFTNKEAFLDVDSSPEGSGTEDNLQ
OX1R antag: blocks the human orexin 1 receptor; CHO/OX1R cells, Fluo-8 calcium fluorescence, orexin A; O43613; inhibition, % at 5 µM; 330,000 tested, 0.43% active; AID 434989;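 active = inhibition above its plate's threshold, mean inhibition of all tested compounds on the plate plus 3 SD, cut at about 37% in these data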;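 note: 0% = orexin A challenge wells and 100% = SB-334867-A antagonist wells; not every result past the cut was called active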
Target sequence (O43613 whole entry, looked up): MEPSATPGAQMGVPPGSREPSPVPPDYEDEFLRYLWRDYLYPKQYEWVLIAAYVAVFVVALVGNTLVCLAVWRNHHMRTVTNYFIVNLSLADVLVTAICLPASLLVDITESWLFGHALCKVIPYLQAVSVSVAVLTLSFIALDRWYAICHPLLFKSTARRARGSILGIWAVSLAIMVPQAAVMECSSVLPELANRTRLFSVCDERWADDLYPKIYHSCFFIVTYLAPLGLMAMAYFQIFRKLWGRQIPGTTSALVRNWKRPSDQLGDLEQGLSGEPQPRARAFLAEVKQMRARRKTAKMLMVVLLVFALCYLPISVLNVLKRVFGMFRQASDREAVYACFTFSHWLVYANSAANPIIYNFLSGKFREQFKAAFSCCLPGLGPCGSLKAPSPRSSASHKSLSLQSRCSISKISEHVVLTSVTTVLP
Active calls of the source: *; i = inactive; / = no result given.

item	Molecule	CHT PAM	OX1R antag
1	N#Cc1nc(-c2ccc(OCc3ccccc3)cc2)oc1NCc1cccnc1	i	45*
2	CCOC(=O)CNc1nc(C#N)nc(N2CCOCC2)n1	i	-2
3	CN(C)c1ccccc1C(=O)N1CCCC(C(=O)c2ccc3ccccc3c2)C1 (centres undefined)	i	-14
4	O=C1C(=O)N(Cc2ccco2)C(c2cccs2)/C1=C(\O)c1cccc([N+](=O)[O-])c1 (centres undefined)	i	-2
5	Cn1c(=O)[nH]c(=O)c2c1nc(SCC(=O)O)n2Cc1ccccc1	i	-2
6	CCCCOC(=O)Nc1ccccc1C(N)=O	i	-2
7	C#CCOCCOCCOCCNc1nc(N2CCN(C(=O)CCCCCCCCCCNC(=O)[C@H]([C@@H](C)CC)n3cc(CCCCCN)nn3)CC2)nc(N2CCN(C(=O)CCCCCCCCCCNC(=O)[C@@H]([C@H](C)O)n3cc(C)nn3)CC2)n1	i	-8
8	CCc1cccc2c(C(=O)CN3C(=O)NC(C)(c4cccc5ccccc45)C3=O)c[nH]c12 (centres undefined)	i	9
9	CCCN(CC(=O)Nc1cc(Cl)cc(Cl)c1)CC(=O)Nc1ccc(F)c(F)c1F	i	-12
10	Cc1csc2nc(O)c(C(=O)NCc3ccc4c(c3)OCO4)c(=O)n12	i	-13
11	O=C(COC(=O)CN1C(=O)c2ccccc2C1=O)Nc1ccc(S(=O)(=O)N2CCCC2)cc1	i	-12
12	NC(=O)NC(Cc1ccccc1)C(=O)Nc1ccc(S(N)(=O)=O)cc1 (centres undefined)	i	-3
13	CN(C)S(=O)(=O)c1ccc(C(=O)NCc2ccc3[nH]c4c(c3c2)CCCC4)cc1	i	-10
14	CCOCCCNC(=O)c1ccc(NC(=O)C2CCCO2)cc1 (centres undefined)	i	-1
15	COc1ccc(NC(=O)CN(C)C(=O)C(C)N2C(=O)c3ccccc3C2=O)cc1 (centres undefined)	i	-4
16	Cc1ccccc1CSc1ccc(S(=O)(=O)N2CCCC2)cn1	/	-43

Entries of single compounds, quoted from the list. Order of screens: CHT PAM, OX1R antag
CCc1cccc2c(C(=O)CN3C(=O)NC(C)(c4cccc5ccccc45)C3=O)c[nH]c12 (centres undefined) is listed with i, 9
CCCCOC(=O)Nc1ccccc1C(N)=O is listed with i, -2
N#Cc1nc(-c2ccc(OCc3ccccc3)cc2)oc1NCc1cccnc1 is listed with i, 45*

The list goes on:
item	Molecule	CHT PAM	OX1R antag
17	Cc1ccc(C(=O)CC(C(=O)O)n2cccn2)cc1 (centres undefined)	i	-3
18	O=C(COC(=O)c1cc2c(s1)CCCC2)Nc1ccc(Cl)cn1	i	-3
19	O=C(Cn1cnc2c(cnn2-c2ccc(Cl)cc2)c1=O)NCC1CCCO1 (centres undefined)	i	-6
20	CN(Cc1ccccc1)C(=O)CC(c1ccccc1)c1cc(Cl)ccc1O (centres undefined)	i	7
21	O=C(O)c1ccc(N2C(=O)C3ON(c4ccccc4)C(c4ccccc4F)C3C2=O)cc1 (centres undefined)	i	-21
22	C=CCn1c(SCC(=O)NCCCC(=O)OCC)nc2scc(-c3ccco3)c2c1=O	i	-40
23	COc1ccc(Cl)cc1N1C(=O)c2cccnc2C1=O	i	-13
24	CC(C)(O)C#Cc1ccc(C(=O)NCCc2ccc(S(N)(=O)=O)cc2)cc1	i	-15
25	C=CCSC1=N/C(=C\c2cc(OCC)c(OC(C)=O)c([N+](=O)[O-])c2)C(=O)S1	i	-10
26	c1ccc(-c2ccc(C3CCCN3)cc2)cc1 (centres undefined)	i	-19
27	c1ccc(N(c2ccccc2)c2nc(N3CCCC3)nc(-n3ccnc3)n2)cc1	i	-42
28	CCCn1nc(C(=O)OCc2nc(N)nc(Nc3ccccc3C)n2)c2ccccc2c1=O	/	1
29	CN1CCN(C(=O)CCN2C(=O)/C(=C/c3cccc(Br)c3)SC2=S)CC1	i	-19
30	CS(=O)(=O)c1ccc2nc(NC(=O)Nc3ccccc3F)sc2c1	i	-10
31	Cc1ccoc1C(=O)N1CCN(C(=O)c2occc2C)CC1	i	-14
32	Cc1ccccc1COC(=O)CN1C(=O)NC2(CCCC2)C1=O	i	-10
33	Cc1nc2ccc(NC(=O)NCCO)cc2s1	i	-3
34	Cn1c(=O)n(Cc2ccccc2)c(=O)c2c1nc1n2CCCN1C1CCCCC1	i	-7
35	Cc1ccccc1OCC(=O)NCCNC(=O)c1ccccn1	i	-19
36	CCCCC1CC(CSC(=N)N)OC1=O (centres undefined)	i	-12
37	Cc1ncc(CN2CCN(CCC(C)C)C(CCO)C2)s1 (centres undefined)	i	2
38	Brc1ccc2nc(CSc3ncn[nH]3)cn2c1	i	5
39	O=C(Cn1c(=O)sc2ccccc21)Nc1ccc(O)cc1	i	-9
40	CCOC(=O)c1cc(-c2ccccc2)n(CCC(=O)N2CCN(c3ccccn3)CC2)c1C	i	-10
41	COc1ccccc1CC(=O)NN1C(=O)c2ccccc2C1=O	i	13
42	COc1ccccc1N1CCN(C(=O)c2ccc(-c3nc4ccccc4s3)o2)CC1	/	-15
43	CCC(C)c1ccc(NC(=O)C2CC3CCC2C3)cc1 (centres undefined)	i	-9
44	CC(=O)c1ccc(NC(=O)CCNS(=O)(=O)c2ccccc2F)cc1	i	-4
45	O=C(Cc1ccccc1F)Nc1nc2ccccc2[nH]1	i	-24
46	Cc1ccc(-n2nc3c(N4CCC(C(=O)NCc5cccc(F)c5)CC4)nnc(C)c3c2C)cc1	i	-11
47	COC(=O)c1ccc(CNC(=O)COC(=O)c2cc(Cl)nc(Cl)c2)cc1	i	-37
48	C=CCN(C(=O)CNS(=O)(=O)c1ccccc1)C(C(=O)NCCOC)c1ccncc1 (centres undefined)	i	-7

Six entries from above, arranged by the number in OX1R antag, falling:
item | canonical_smiles | OX1R antag
44 | CC(=O)c1ccc(NC(=O)CCNS(=O)(=O)c2ccccc2F)cc1 | -4
43 | CCC(C)c1ccc(NC(=O)C2CC3CCC2C3)cc1 (centres undefined) | -9
46 | Cc1ccc(-n2nc3c(N4CCC(C(=O)NCc5cccc(F)c5)CC4)nnc(C)c3c2C)cc1 | -11
42 | COc1ccccc1N1CCN(C(=O)c2ccc(-c3nc4ccccc4s3)o2)CC1 | -15
45 | O=C(Cc1ccccc1F)Nc1nc2ccccc2[nH]1 | -24
47 | COC(=O)c1ccc(CNC(=O)COC(=O)c2cc(Cl)nc(Cl)c2)cc1 | -37

Continued:
item	Molecule	CHT PAM	OX1R antag
49	CC(NC(=O)c1ccc2c(c1)OCO2)C(c1cccs1)N1CCOCC1 (centres undefined)	i	-21
50	O=C(Cc1coc2cc3c(cc12)CCC3)NCC1(N2CCCCC2)CCCCC1	i	-39
51	NC(=S)N/N=C/c1ccc(-c2cc(Cl)cc(Cl)c2)o1	i	-9
52	CC(=O)Nc1c(C(=O)O)oc2ccccc12	i	9
53	O=c1[nH]c(C2CCCN(S(=O)(=O)c3ccccc3)C2)nc2c1nnn2Cc1ccccc1 (centres undefined)	i	-30
54	CCC(=O)N(c1ccc(F)cc1)C1C=CS(=O)(=O)C1 (centres undefined)	i	1
55	Cc1onc(-c2ccccc2)c1C(=O)N/N=C/c1c[nH]c2ccccc12	i	-3
56	OCCOCCOCCn1c2ccccc2c2ccccc21	i	-15

Screen by screen, as entered above.
Nos. 48 to 53 in CHT PAM read i, i, i, i, i, i

The listing continues.
item	Molecule	CHT PAM	OX1R antag
57	O=C(C1CC(=O)N(c2ccc3c(c2)OCCO3)C1)N1CCN(Cc2ccccc2)CC1 (centres undefined)	/	-4
58	CCOC(=O)C(C)Sc1ncc(OC)c(Sc2ccc(Cl)cc2)n1 (centres undefined)	i	-45
59	OCCN(CCO)CC(O)COCCC12CC3CC(CC(C3)C1)C2 (centres undefined)	i	-6
60	O=C1CC(N2CCC(O)CC2)C(=O)N1c1ccc(Br)cc1 (centres undefined)	i	-3
61	COc1ccc(OC)c2sc(NNC(=O)COc3ccccc3)nc12	i	-35
62	Cc1ccccc1CNC(=O)CCCC(=O)n1nc(C)c2ccccc21	i	-15
63	O=[N+]([O-])c1ccccc1OCCCN1CCOCC1	i	5
64	CN(Cc1ccccc1)Cc1nc2c([nH]1)c(=O)n(C)c(=O)n2C	i	-4
65	COC(=O)C(CC(=O)c1ccc(C)cc1)n1nc(C)cc1C (centres undefined)	i	-19
66	COc1ccc(NC(=O)CSC2=C(C#N)C(c3ccco3)C3=C(CCCC3=O)N2)c(OC)c1 (centres undefined)	i	-29
67	Nc1nonc1-n1nnc(C(=O)N/N=C/c2ccc(Br)cc2)c1CN1CCOCC1	i	-4
68	Cc1ccc(CN2CCN(Cc3ccc4ncccc4c3)CC2CCO)cc1 (centres undefined)	i	-16
69	COc1cc2c(cc1OC)-c1cc3ccc(OC)c(OC)c3c[n+]1CC2	i	-13
70	CC(C)NC(=O)NC(=O)CSc1ncccn1	i	-6
71	O=C(N/N=C/c1ccc(O)cc1)c1csc2c1CCCC2	i	-4
72	O=c1c2nnn(-c3ccc(Cl)cc3)c2ncn1Cc1ccccn1	i	-19
73	CCOC(=O)/C(=C\C=C\c1ccccc1)NC(=O)c1ccccc1	i	-16
74	COc1ccc(S(=O)(=O)NCC(c2cccnc2)N2CCN(C)CC2)cc1OC (centres undefined)	i	4
75	COC(=O)c1ccc(C(=O)OCc2nc3cc4ccccc4cc3[nH]2)cc1	i	-23
76	O=C(O)C(CO)N=Cc1c(O)c2ccccc2oc1=O (centres undefined)	i	-11
77	COC(=O)C1=C(C)NC(C)=C(C(=O)OCC2CCCO2)C1c1cccc(Cl)c1 (centres undefined)	i	-25
78	CCN(CCCNC(=O)c1cc2c(-c3cccc(OC)c3)nn(C)c2s1)Cc1ccccc1	i	-24
79	Cc1ccc(C)c(CSCc2nc3ccccc3[nH]2)c1	i	/
80	NC(=O)C[C@@H]1N[C@]2(C(=O)Nc3ccccc32)[C@@H]2C(=O)N(c3cc(C(F)(F)F)ccc3Cl)C(=O)[C@H]12	i	-2
81	CS(=O)(=O)c1ccc2nc(N)sc2c1	i	-34
82	Cc1ccc(S(=O)(=O)c2ncccc2N)cc1	i	-3
83	COc1ccccc1C(=O)Nc1ccnn1C1CCN(C(=O)c2ccoc2)CC1	i	-5
84	Cc1c(OC(C)C(=O)NCC2CCC(C(=O)O)CC2)ccc2c(-c3ccccc3)cc(=O)oc12 (centres undefined)	i	-8
85	COC(=O)C1CCC(C)(C(=O)Nc2ccccc2)C1(C)C (centres undefined)	i	-14
86	CC1CCC2(CC1)NC(=O)N(CC(=O)N1CCc3ccccc3C1)C2=O (centres undefined)	i	-13
87	O=C(NCc1cccc(C(F)(F)F)c1)N1CCN(C(=O)c2ccccc2)CC1	/	-8
88	CN(CC(=O)Nc1ccccc1Br)C(=O)CCc1nc2ccccc2c(=O)[nH]1	i	-6
89	Cc1cc(C)c2nc(NC(=O)CN3C(=O)NC4(CCCC4)C3=O)sc2c1	i	30
90	Cc1ccc(S(=O)(=O)Nc2cccc(CP(=O)(c3ccccc3)c3ccccc3)c2)cc1	i	-17
91	C/C(=N\Nc1ccc(S(=O)(=O)Nc2ccccc2)cc1[N+](=O)[O-])c1ccc(N2CCOCC2)cc1	i	-10
92	Cc1oc(-c2ccc(Cl)cc2)nc1CS(=O)CC(=O)NCCCN1CCCC(C)C1 (centres undefined)	i	-20
93	CC1C(=O)N(Cc2ccccc2)c2ccccc2N1C(=O)c1ccccc1 (centres undefined)	i	-13
94	COc1ccc(S(=O)(=O)N2CCCC(C(=O)NCCN3CCOCC3)C2)cc1C (centres undefined)	i	-6
95	O=c1oc2ccccc2n1CSC1=NCCS1	i	-12
96	COc1ccc(C2CN=NC23CCc2ccccc2C3=O)cc1 (centres undefined)	i	5
97	CCOC(=O)C1CCCN(CC(=O)Nc2c(C(=O)OC)[nH]c3ccc(Br)cc23)C1 (centres undefined)	i	-22
98	Cc1ccc2c(C(=O)CCl)c(C)[nH]c2c1	i	-4
99	COc1cccc(/C=N/Nc2nn3cnnc3c3ccccc23)c1O	i	3
100	O=C(Nc1ccc(Cl)c(Cl)c1)N1CC=C(c2ccccc2)CC1	i	-6
101	CCCc1cc(=O)oc2cc(OCC(=O)NCCCN3CCOCC3)ccc12	i	-4
102	CNC(=O)CN(C1CCCCC1)S(=O)(=O)c1ccc(OC)c(Cl)c1	i	-16
103	Cc1ccc(OCc2cc(C(=O)N3CCN(C4CCCCC4)CC3)no2)cc1C	i	-18
104	CC1CC(C)CN(S(=O)(=O)c2ccc(C(=O)Nc3nnc(C4CC4)o3)cc2)C1 (centres undefined)	i	-21
105	COc1ccc(CCC(=O)N/N=C\c2cccs2)cc1	i	-15
106	CC(=O)Nc1ccc(NC(=O)CSc2nnc3ccc(-c4ccc(F)cc4)nn23)cc1	i	-10
107	FC(F)(F)c1cccc(N2CCN(c3ccc4nnc(-c5ccccc5)n4n3)CC2)c1	i	-14
108	O=C(NNC(=O)c1ccccc1[N+](=O)[O-])c1ccc(NC(=O)c2ccccc2)cc1	i	-7
109	Cn1ncc(Br)c1N1C(=O)CCC1=O	i	0
110	CC[C@]12c3[nH]c4ccc(Cl)cc4c3CCN1C(=O)[C@@H](CC(=O)NCCCn1ccnc1)C[C@@H]2C(=O)N1CCN(C(=O)C2CC2)CC1	/	-8
111	CC(C)[C@H](NC(=O)OCc1ccccc1)C(=O)OCC(=O)Nc1ccc(N2CCOCC2)cc1	i	-27
112	O=C(COn1nnc2ccc(Cl)cc21)Nc1ccc(F)cc1	i	-28
113	CCNc1nc(NCC)nc(SCCOC(=O)COc2ccc(Cl)cc2Cl)n1	i	-5
114	O=C1NCCCc2c1oc1ccc(O)cc21	i	-8
